Assay outcomes from PubChem BioAssay.
NTMT1 inhibitor – NTMT1 methyltransferase inhibition | Q9BV86 | NTMT1 MTase-Glo SAH luminescence, purified enzyme | Potency, µM (titrated, usually from 114 µM), inactives show at the highest dose activity change, negative = inhibition, actives largely listed as inhibitors | actives 2.5% (n = 59,000);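 further: potency means the concentration at half of the fitted maximal effect; plate controls were DMSO vehicle for no effect and no enzyme for full effect; nearly all actives have a fitted effect of over 65% in size; many of its hits are not listed in these tables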
Target sequence (Q9BV86 whole entry, looked up): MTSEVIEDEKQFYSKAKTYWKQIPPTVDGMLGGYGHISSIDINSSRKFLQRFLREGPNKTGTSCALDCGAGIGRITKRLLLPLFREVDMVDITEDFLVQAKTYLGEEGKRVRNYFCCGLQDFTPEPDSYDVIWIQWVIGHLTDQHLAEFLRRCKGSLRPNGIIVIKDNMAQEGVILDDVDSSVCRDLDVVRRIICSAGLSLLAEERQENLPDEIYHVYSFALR
B2AR arrestin ag – agonists recruiting beta-arrestin to human beta2-adrenergic receptor; P07550; HTLA Tango cells, beta-arrestin recruitment, luciferase luminescence, 18 h; Potency, µM (highest dose often 46.1 µM), for inactives: at the highest dose activation, usual class: activators; 44,000 tested, under 10 active;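 further: potency means the concentration at half of the fitted maximal effect; 0% = DMSO and full agonism = EC100 isoproterenol or metaproterenol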
Target sequence (P07550 whole entry, looked up): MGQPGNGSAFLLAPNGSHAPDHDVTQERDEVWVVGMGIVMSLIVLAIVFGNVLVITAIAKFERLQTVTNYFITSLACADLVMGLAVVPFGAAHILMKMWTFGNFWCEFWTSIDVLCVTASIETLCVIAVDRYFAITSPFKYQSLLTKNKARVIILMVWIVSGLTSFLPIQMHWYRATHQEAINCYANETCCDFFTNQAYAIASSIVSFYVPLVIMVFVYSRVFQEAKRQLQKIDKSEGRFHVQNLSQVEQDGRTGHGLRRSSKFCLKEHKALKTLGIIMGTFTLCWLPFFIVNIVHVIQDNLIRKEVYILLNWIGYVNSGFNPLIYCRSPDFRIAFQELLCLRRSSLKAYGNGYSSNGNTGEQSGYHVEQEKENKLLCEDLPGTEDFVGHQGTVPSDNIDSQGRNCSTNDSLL
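Tango cells expressing recombinant beta2-AR and beta-arrestin were treated with compounds (up to 46 microM titration) in DMEM with 1% FBS for 18 hr at 37 degrees C. Beta-arrestin recruitment drove tTA-dependent luciferase, read by luminescence; curves were fitted and classed.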
FH mod – Identification of activators of human fumarate hydratase by quantitative high-throughput screening; Fumarate hydratase, mitochondrial (Homo sapiens), P07954; FH coupled MDH/diaphorase resazurin fluorescence, 15 min; Potency, µM (top dose mostly 79.9 µM), for the others: top-dose activity change, negative = inhibition, usual class: inhibitors; actives 0.22% (n = 54,000); further: potency means the concentration at half of the fitted maximal effect; on the % scale 0 is the no-effect control and ±100 the full control effect; the screen sought activators but most active calls are inhibition curves; nearly all actives have a fitted effect of over 45% in size
p53null 32C tox – p53 null cell cytotoxicity, permissive temperature. H1299-neo p53 null cells, ATP luminescence, 24 h, 32C. Potency, µM (doses to about 46.1 µM), for inactives: at the top dose activity change, negative = cytotoxicity, usual class: cytotoxic. actives 0.62% (n = 55,000);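 further: potency means the concentration at half of the fitted maximal effect; 0% = DMSO only and -100% = full killing by 100 µM tamoxifen; nearly all actives have a fitted effect of over 55% in size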
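AC50 values derive from Hill modelling of qHTS concentration-response data (up to 46 uM) in H1299-neo cells. Cells were treated 24 h at 32C following overnight attachment at 37C; viability was read as cellular ATP.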
GALK inhibitor – inhibits human galactokinase. P51570. recombinant GALK, Kinase-Glo ATP luminescence, 1 h. Potency, µM (highest dose often 57.5 µM), for the others: at the highest dose activity, negative = inhibition, hits mostly inhibitors. 44,000 tested, under 10 active;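 further: plate controls were full GALK reaction for no effect and reaction lacking GALK for full effect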
Target sequence (P51570 whole entry, looked up): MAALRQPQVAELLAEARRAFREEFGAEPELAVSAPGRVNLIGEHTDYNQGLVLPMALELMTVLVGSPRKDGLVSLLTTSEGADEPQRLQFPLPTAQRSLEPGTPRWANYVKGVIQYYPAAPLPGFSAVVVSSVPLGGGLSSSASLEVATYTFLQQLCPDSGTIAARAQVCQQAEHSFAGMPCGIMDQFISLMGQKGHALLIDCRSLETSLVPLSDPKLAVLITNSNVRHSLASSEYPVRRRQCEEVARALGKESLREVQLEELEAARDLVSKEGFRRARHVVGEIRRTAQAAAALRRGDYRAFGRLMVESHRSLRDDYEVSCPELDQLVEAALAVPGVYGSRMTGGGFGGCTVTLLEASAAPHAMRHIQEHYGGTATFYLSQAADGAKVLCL
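Luminescent ATP-depletion readout (Kinase-Glo Plus) after 1 h room-temperature incubation of human GALK (5 nM) with galactose 100 µM and ATP 35 µM, pH 8.0 HEPES/Mg2+ buffer; compounds tested in qHTS format.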
PTAP-TSG101 blk – inhibitors of HIV-1 PTAP binding to human TSG101, validation | 44,000 tested, under 10 active | Potency, µM (top dose mostly 115 µM), inactives show at the highest dose activity change, negative = inhibition, hits mostly inhibitors | AID 1347069 | Fluorescence polarization, FITC-PTAP peptide/Tsg101, 20 min; further: potency means the concentration at half of the fitted maximal effect; 0% is about no effect
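Steps: Tsg101 binding domain (10 uM final) in HEPES pH 7.5/NaCl/Tween 20/EDTA/TCEP; add compound; add FITC-PTAP peptide (50 nM final); incubate 20 min r.t.; read polarization.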
p53null 39C kill – kills p53 null cells at the nonpermissive temperature | H1299 p53-null (neo) cells, 39C, ATPlite viability, 24 h | Potency, µM (series often up to 46.1 µM), inactives show top-dose activity, negative = cell killing, hits mostly cytotoxic | actives 0.97% (n = 55,000) | AID 904;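 further: potency means the concentration at half of the fitted maximal effect; 0% = DMSO only and -100% = full killing by 100 µM tamoxifen; nearly all actives have a fitted effect of over 50% in size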
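Luminescent ATP signal reported cell survival after H1299 lines (neo, p53 null; or p53 A138V) received up to 46 uM compound and 24 hr incubation at 39C.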
* = called active by the depositor; ? = inconclusive; · = no result given; [ ] = dose if it differs, or a comment. The call rests on the fitted dose curve; in most records, active means well fitted curve in the direction sought with a large enough effect; inconclusive means small, poorly fitted or top-dose-only effect, or another doubt; inactive means no such curve, though single readings can be large; an effect the other way counts as inactive or inconclusive. Only part of the results is shown (hit frequency here may not be typical).

SMILES	NTMT1 inhibitor	B2AR arrestin ag	FH mod	p53null 32C tox	GALK inhibitor	PTAP-TSG101 blk	p53null 39C kill
Cc1cccc(-c2nnc(SCCC(=O)O)o2)c1	?	0%	2%	-22%	3%	-6%	-25%
COCCCn1c(=N)c(C(=O)NC2CCCCC2)cc2c(=O)n3cc(C)ccc3nc21	-7%	1%	-20%	-5%	-12%	0%	-12%
COc1ccc(NC(=O)c2cc(C(C)=O)n3ccccc23)cc1Cl	-1%	0%	-25%	-16%	0%	-11%	?
Cc1ccccc1C(=O)Nc1nnc(S(=O)(=O)N(C)Cc2ccc(Cl)cc2)s1	17%	-1%	0%	1%	-1%	1%	2%
Cc1cc(C)c2c(c1)c(C)cc1nnc(SCC(=O)c3ccccc3)n12	-26%	-4%	-13%	-15%	-9%	0%	2%
O=C(C1CCC(Cn2c(=O)c3sccc3n(Cc3ccccc3)c2=O)CC1)N1CCCCC1 (stereo unspecified)	-19%	-1%	-10%	0%	0%	-4%	3%
Cc1cc(O)c(C(c2ccccc2)N2CCN(C)CC2)c(=O)n1Cc1ccco1 (stereo unspecified)	-3%	0%	-19%	6%	3%	2%	11%
CCOC(=O)c1ccc(CN(Cc2ccc(F)cc2)S(=O)(=O)c2ccc(F)c(C(=O)Nc3ccccc3C(F)(F)F)c2)cc1	2%	2%	-6%	-6%	0%	-1%	9%
CCOc1cccc2sc(NC(=O)CS(=O)(=O)c3ccc(C)cc3)nc12	12%	-4%	-2%	2%	2%	-1%	36%[activator]
COc1ccc(OCc2nc(-c3ccc(OC)c(OC)c3)no2)cc1	3%	-2%	-4%	-2%	0%	-15%	-3%
COc1ccc(CCN2C(=O)N(c3ccc(F)cc3)C(=O)C2CC(=O)Nc2ccc(F)c(F)c2)cc1 (stereo unspecified)	-3%	-1%	-19%	1%	0%	-1%	-16%
CCN(CC)CCCNC(=O)c1ccc2c(c1)sc1nc(-c3ccc(C)cc3)cn12	50µM*	0%	-7%	4%	2%	2%	1%
CCN1CCN(c2c(S(=O)(=O)c3ccc(Cl)cc3)cnc3ccccc23)CC1	?	1%	6%	-3%	?	-7%	-7%
COc1ccc(-c2nc3cc(C)ccn3c2NC(=O)c2ccc(C)c(C)c2)cc1	-11%	-2%	-32%	-1%	7%	-3%	-1%
Cc1cccc(-n2ccnc2SCC(=O)Nc2ccc(F)cc2F)c1C	4%	1%	-3%	0%	0%	-1%	23%
COc1ccc(-c2nc3c(c(SCC(=O)Nc4ccccc4OC)n2)Cc2cccc(C)c2O3)cc1	7%	1%	-2%	?	5%	1%	13%
Cc1ccc(C(=O)COC(=O)c2cc(-c3ccccc3)nc3ccccc23)cc1C	?	1%	-5%	-11%	0%	0%	-6%
CCN(C(=O)c1nn(C)c2c1CSc1ccccc1-2)c1cccc(C)c1	-24%	-2%	-29%	3%	3%	3%	-17%
COc1ccccc1CCNC(=O)c1ccc(NC(=O)N2CC(C)Sc3ccccc32)cc1 (stereo unspecified)	-4%	-3%	-4%	17%	-3%	0%	-10%
O=C(Nc1cccc(Cl)c1)c1cc2c(=O)[nH]c3ccccc3c2s1	11%	1%	7%	-3%	0%	0%	-6%
O=C(Cn1cc(S(=O)(=O)Cc2ccccc2Cl)c2ccccc21)NCc1ccccc1Cl	-1%	0%	-16%	8%	2%	-5%	-21%
CCc1nnc(NC(=O)c2cc(=O)c3cc(C)ccc3o2)s1	?	0%	?	-9%	8%	-6%	14%
COc1ccc(C(=O)NC2(C(F)(F)F)C(=O)Nc3c2c(=O)[nH]c(=O)n3CCc2ccc(OC)c(OC)c2)cc1 (stereo unspecified)	16%	0%	4%	2%	0%	-7%	-9%
CCc1ccc(NC(=O)CCc2nnc3n(C)c(=O)c4sccc4n23)cc1	14%	1%	3%	?	1%	1%	-19%

Single records (already shown):
CCc1nnc(NC(=O)c2cc(=O)c3cc(C)ccc3o2)s1 as listed: NTMT1 inhibitor = ?; B2AR arrestin ag = 0%; FH mod = ?; p53null 32C tox = -9%; GALK inhibitor = 8%; PTAP-TSG101 blk = -6%; p53null 39C kill = 14%
Cc1ccc(C(=O)COC(=O)c2cc(-c3ccccc3)nc3ccccc23)cc1C as listed: NTMT1 inhibitor = ?; B2AR arrestin ag = 1%; FH mod = -5%; p53null 32C tox = -11%; GALK inhibitor = 0%; PTAP-TSG101 blk = 0%; p53null 39C kill = -6%

Next section
SMILES	NTMT1 inhibitor	B2AR arrestin ag	FH mod	p53null 32C tox	GALK inhibitor	PTAP-TSG101 blk	p53null 39C kill
O=C(Nc1cccc(C(=O)OCc2cc(=O)n3c4c(sc3n2)CCCC4)c1)c1ccccc1	13%	0%	-5%	-13%	1%	-4%	-24%
Cc1cc(C)c2c(=O)cc(C(=O)Nc3nc4ccc(F)cc4s3)oc2c1	6%	0%	-10%	-8%	9%	-1%	-15%
COc1ccc(NC(=O)COCc2cc(-c3cccs3)on2)cc1	5%	1%	1%	5%	1%	-3%	10%
COc1cc2c(cc1OC)C(c1cc(OC)c(O)c(OC)c1)CC(=O)N2 (stereo unspecified)	-1%	-2%	-20%	2%	-6%	-1%	18%
CC(C)(C)C(=O)NCCc1nc2ccccc2n1CCCCOc1ccccc1	-4%	1%	-5%	8%	1%	-11%	-2%
CCOc1ccc(NC(=O)CC2C(=O)N(c3ccc(OC)cc3)C(=O)N2C2CCCCC2)cc1 (stereo unspecified)	?	1%	?	-1%	5%	-1%	-12%
Cc1ccc(C(=O)Nc2ccccc2)cc1S(=O)(=O)Nc1ccc(Br)cc1	14%	-1%	?	55%[activator]	2%	0%	7%
CCOc1ccccc1N1CC(c2nc3ccccc3n2CCOc2ccc(C(C)(C)C)cc2)CC1=O (stereo unspecified)	4%	-3%	-5%	?	-13%	-2%	20µM*
O=C(Cn1c(=O)c2sccc2n(CC(=O)Nc2ccc(Cl)cc2Cl)c1=O)NCCc1ccccc1	?	-2%	-18%	4%	6%	-2%	1%
Cc1ccccc1Cn1c(-c2cccs2)nc2ccccc21	-28%	-3%	-13%	8%	-13%	-1%	?
Cc1ccc(C)c(N2CCN(C(=O)C3CCCN(S(=O)(=O)c4cccc5nonc45)C3)CC2)c1 (stereo unspecified)	-2%	-2%	-20%	-2%	2%	9%	-3%
CCCCC(=O)Nc1cc(C)c(O)c(-c2nc3ncccc3o2)c1	1%	-2%	-12%	·	7%	6%	·
CCOCCc1nn2c(=O)cc(COC(=O)Cc3ccccc3)nc2s1	-19%	0%	-2%	4%	-3%	3%	2%
CCc1cccc(C)c1NC(=O)CCS(=O)(=O)c1cc(Br)cc2c1N(C(=O)C1CC1)CC2	7%	1%	2%	20%	0%	4%	-4%
CCOC(=O)c1c(NC(=O)C2c3ccccc3Oc3ccccc32)sc(C)c1C	-5%	1%	-12%	4%	4%	9%	-1%
CC(C)C(=O)NCC(c1ccc2c(c1)OCO2)N1CCN(c2ccccc2F)CC1 (stereo unspecified)	1%	-1%	6%	-2%	1%	-7%	16%
COc1ccc(C2CC(=O)c3cnc4c(-c5ccccc5)c(C)nn4c3C2)cc1OC (stereo unspecified)	20%	-1%	-17%	17%	2%	-3%	-2%
CCn1ccc2cc(S(=O)(=O)N3CCC(C(=O)NCc4cccc(C)c4)CC3)ccc21	-2%	1%	-14%	17%	-2%	-10%	-2%
CN1C(=O)Cc2cc(S(=O)(=O)CCC(=O)N3CCN(c4ccc(Cl)cc4)CC3)ccc21	10%	1%	-8%	-2%	-1%	0%	-8%
Cc1ccc(NC(=O)Nc2nnc(SCC(=O)N(C(C)C)C(C)C)s2)cc1	11%	-4%	-3%	10%	-7%	-3%	18%
CCc1ccccc1NC(=O)Cn1c(C(=O)OC)cc2oc(C)cc21	-2%	0%	9%	-2%	0%	-7%	-1%
Cc1nn(-c2ccc(Cl)cc2)c2nc(-c3cccnc3)cc(C(F)(F)F)c12	7%	-2%	4%	-4%	0%	-1%	-4%
CC(=O)N1CCc2cc(Br)cc(S(=O)(=O)N3CCN(c4cccc(C)c4)C(C)C3)c21 (stereo unspecified)	10%	1%	-2%	6%	0%	1%	-17%
Cc1cc(F)ccc1NC(=O)CN1C(=O)CCc2cc(S(=O)(=O)N3CCOCC3)ccc21	9%	0%	-6%	-4%	-2%	-2%	11%
Cc1ccc(NC(=O)c2cc(-c3ccc4c(c3)OCO4)on2)cc1	·	-2%	·	4%	1%	0%	5%
Cc1cccc(N2CCN(S(=O)(=O)c3nnc(NC(=O)c4ccc(Cl)cc4)s3)CC2)c1	24%	0%	11%	8%	4%	0%	3%
CCc1ccc(Oc2c(C(F)(F)F)oc3c(CN4CCCC(C)C4)c(O)ccc3c2=O)cc1 (stereo unspecified)	-3%	1%	4%	-1%	4%	-4%	23%
COc1ccc(-c2cccc(NS(=O)(=O)c3cc(C)c(Cl)cc3C)c2)nn1	10%	-1%	?	83%[activator]	0%	-4%	-16%
CCc1ccc(C2c3c(oc4ccc(F)cc4c3=O)C(=O)N2c2nc(C)c(C(=O)OC)s2)cc1 (stereo unspecified)	0%	1%	17%	0%	0%	0%	-19%
COc1ccccc1Nc1cc(C(=O)NC2CCC(C)CC2)c2ccccc2n1 (stereo unspecified)	-16%	-1%	5%	-2%	8%	-5%	-18%
COc1cn(CC(=O)Nc2ccc(F)cc2)c(CN2CCCCC2)cc1=O	-5%	-2%	-7%	5%	2%	-1%	0%
COCCCNC(=O)c1cc2c(-c3cccc(OC)c3)nn(C)c2s1	?	-2%	?	13%	9%	-8%	9%
Cc1ccc(S(=O)(=O)c2cn(Cc3ccccc3)c3cc(N4CCOCC4)c(F)cc3c2=O)cc1	-7%	0%	-4%	-5%	0%	-6%	-6%
CCCSCCCNC(=O)CN1C(=O)COc2ccc(S(=O)(=O)N3CCCCCC3)cc21	13%	-2%	-5%	0%	-1%	-5%	-5%
O=C(NC1CCCCC1)c1ccc(CSc2nc3cccnc3n2Cc2ccccc2)cc1	-2%	0%	-6%	-2%	4%	-7%	-4%
CCCC1=Nc2cc(C(=O)N3CCC(C(=O)OCC)CC3)ccc2Sc2ccccc21	0%	1%	?	3%	3%	-2%	-15%
CNC(=O)C1CCC(Cn2c(=O)c3sccc3n(CC(=O)Nc3cc(C)cc(C)c3)c2=O)CC1 (stereo unspecified)	-7%	1%	3%	2%	2%	-5%	8%
Cc1ccc(Cl)cc1NC(=O)Cn1cc2c(n1)CCCCC2	5%	-3%	-1%	-13%	7%	-1%	-8%

Quoted at random: 2 records from the list.
SMILES	NTMT1 inhibitor	B2AR arrestin ag	FH mod	p53null 32C tox	GALK inhibitor	PTAP-TSG101 blk	p53null 39C kill
CCCC1=Nc2cc(C(=O)N3CCC(C(=O)OCC)CC3)ccc2Sc2ccccc21	0%	1%	?	3%	3%	-2%	-15%
CCc1ccc(C2c3c(oc4ccc(F)cc4c3=O)C(=O)N2c2nc(C)c(C(=O)OC)s2)cc1 (stereo unspecified)	0%	1%	17%	0%	0%	0%	-19%
